Bioassay records from PubChem.
SENP8 block-1 – human SENP8 protease inhibitors, primary screen, biochemical, fluorescence, Nedd8 protein substrate, uHTS | Sentrin-specific protease 8 (Homo sapiens), Q96LD8 | recombinant SENP8 | inhibition, % at 20 µM | 360,000 compounds, 0.64% hits | AID 602440, 2012; in the data active = inhibition mostly above about 40%, no sharp cut-off; inactive = mostly below about 27%
SENP1 FRET inh – human SENP1 catalytic domain inhibitors, primary screen, biochemical, FRET, uHTS; Sentrin-specific protease 1 (Homo sapiens), Q9P0U3; recombinant SENP1 catalytic domain, CyPet-SUMO1-YPet FRET cleavage; inhibition, % at 10 µM; 360,000 compounds, 0.21% hits; AID 624204, 2012;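 active = inhibition at least 30% at 10 µM, raw YFP signal under a set limit, fluorescence ratio 0.5 to 1.5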;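 note: 0% = enzyme with DMSO and 100% = no enzyme wells; some results filed as inactive read as strong as hits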
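System: Recombinant human SENP1 catalytic domain, His6-tagged | Incubation: Enzyme reaction for 50 min at room temperature, dark | Medium: Tris pH 8 with BME, BSA, NP40 and catalase | Also added: 25 nM SUMO1 FRET substrate | Compound: 10 µM single point, 0.5% DMSO | Measured by: FRET fluorescence in CFP and YFP emission channels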
A3G deaminase – APOBEC3G DNA deaminase inhibitors, primary screen, biochemical, fluorescence, single-stranded DNA substrate, uHTS; DNA dC->dU-editing enzyme APOBEC-3G (Homo sapiens), Q9HC16; recombinant A3G, ssDNA deamination FAM/TAMRA fluorescence; inhibition, % at 20 µM; 330,000 compounds, 0.28% hits; AID 493012, 2011;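 active = inhibition of at least 40% at 20 µM, with no more than 30% in the related APOBEC3A deaminase screen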;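 note: plate controls were DMSO wells with A3G for no effect and wells lacking A3G enzyme for full effect; some compounds called inactive have numbers as strong as hits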
Apaf1 inhib – inhibitors of human Apaf-1 apoptosome, primary screen, biochemical, DEVD-Rh110 fluorescence, uHTS. Apoptotic protease-activating factor 1 (Homo sapiens), O14727. reconstituted apoptosome caspase-3 activity. inhibition, % at 20 µM. 330,000 compounds, 0.71% hits. AID 489030, 2010; active = inhibition of at least 40% at 20 µM;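 note: plate controls were DMSO wells for no effect and DEVD-CHO caspase inhibitor wells for full effect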
Target sequence (O14727 whole entry, looked up): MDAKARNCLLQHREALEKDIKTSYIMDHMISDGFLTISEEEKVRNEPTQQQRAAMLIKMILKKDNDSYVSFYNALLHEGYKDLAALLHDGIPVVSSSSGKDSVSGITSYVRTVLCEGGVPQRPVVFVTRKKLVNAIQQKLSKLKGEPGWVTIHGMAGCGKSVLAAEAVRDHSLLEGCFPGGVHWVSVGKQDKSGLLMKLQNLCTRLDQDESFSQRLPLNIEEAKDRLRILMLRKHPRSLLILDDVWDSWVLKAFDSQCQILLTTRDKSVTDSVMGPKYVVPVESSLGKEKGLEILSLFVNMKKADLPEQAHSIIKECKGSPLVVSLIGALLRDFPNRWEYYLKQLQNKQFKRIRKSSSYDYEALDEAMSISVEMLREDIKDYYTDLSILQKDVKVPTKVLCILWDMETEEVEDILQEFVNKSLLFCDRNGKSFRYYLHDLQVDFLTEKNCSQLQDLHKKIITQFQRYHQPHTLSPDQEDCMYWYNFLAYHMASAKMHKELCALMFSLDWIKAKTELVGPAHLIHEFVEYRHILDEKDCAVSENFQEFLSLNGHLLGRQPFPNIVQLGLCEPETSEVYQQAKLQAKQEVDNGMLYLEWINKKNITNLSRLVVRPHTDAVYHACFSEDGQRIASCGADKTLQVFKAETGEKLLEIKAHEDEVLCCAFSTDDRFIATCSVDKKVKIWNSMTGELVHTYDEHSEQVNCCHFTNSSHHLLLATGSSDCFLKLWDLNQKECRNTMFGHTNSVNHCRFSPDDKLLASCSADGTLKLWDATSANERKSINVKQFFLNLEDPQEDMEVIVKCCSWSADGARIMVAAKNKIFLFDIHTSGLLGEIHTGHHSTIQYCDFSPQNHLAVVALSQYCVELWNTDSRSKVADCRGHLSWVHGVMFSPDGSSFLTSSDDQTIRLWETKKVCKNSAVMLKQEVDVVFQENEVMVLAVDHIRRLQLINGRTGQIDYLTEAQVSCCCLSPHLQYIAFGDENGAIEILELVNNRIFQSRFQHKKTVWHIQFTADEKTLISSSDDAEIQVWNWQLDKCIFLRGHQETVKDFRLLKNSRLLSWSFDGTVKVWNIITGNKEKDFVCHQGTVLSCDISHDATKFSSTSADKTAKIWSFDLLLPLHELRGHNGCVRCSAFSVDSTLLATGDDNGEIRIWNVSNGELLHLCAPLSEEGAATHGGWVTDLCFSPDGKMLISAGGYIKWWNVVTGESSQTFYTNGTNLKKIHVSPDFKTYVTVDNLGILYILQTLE
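Assay system – apoptosome proteins · Medium – Hepes buffer, pH 7.5 · Also added – cytochrome c with DEVD-Rh110 · Timing – 30 min compound preincubation, 50 min activation, room temperature · Detection – Rh110 fluorescence, excitation 480 nm, emission 540 nm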
UBC13 inh – UBC13 polyubiquitin chain formation inhibitors, primary screen, biochemical, TR-FRET, uHTS | 330,000 compounds, 0.47% hits | AID 485273, 2010 | Ubiquitin-conjugating enzyme E2 N (Homo sapiens), P61088 | inhibition, % at 20 µM; in the data active = inhibition above about 45%, passing the limit was not always enough; inconclusive = no clear call, values can overlap the other calls
SENP7 block – SENP7 protease inhibitors, primary screen, biochemical, luminescence, uHTS; Sentrin-specific protease 7 (Homo sapiens), Q9BQF6; recombinant SENP7, Z-RLRGG-aminoluciferin luminescence, 40 min; inhibition, % at 5 µM; 330,000 compounds, 1.5% hits; AID 434973, 2010;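 active = inhibition above about 50% at the single test dose, limit read from the data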;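 note: plate controls were DMSO with enzyme for no effect and no enzyme buffer wells for full effect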
SENP6 inh – SENP6 protease inhibitors, primary screen, biochemical, luminescence, uHTS; inhibition, % at 10 µM; AID 2599, 2010; Recombinant SENP6 catalytic domain, aminoluciferin luminescence; 330,000 compounds, 1.8% hits;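 active = inhibition above about 50% at the single tested dose, limit read from the data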;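 note: plate controls were DMSO wells with enzyme for no effect and DMSO wells lacking enzyme for full effect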
SENP8 block-2 – SENP8 protease inhibitors, primary screen, biochemical, luminescence | Sentrin-specific protease 8 (Homo sapiens), Q96LD8 | purified SENP8, Z-RLRGG-aminoluciferin cleavage | inhibition, % at 10 µM | 330,000 compounds, 1.2% hits | AID 2540, 2010; in the data active = inhibition above about 50%
* marks the source's active call; other numbers are inactive results; ? = inconclusive; / = no result given.

SMILES	SENP8 block-1	SENP1 FRET inh	A3G deaminase	Apaf1 inhib	UBC13 inh	SENP7 block	SENP6 inh	SENP8 block-2
O=C(NCCOc1ccc(F)cc1)C1CCC(=O)N(CCc2ccccn2)C1 (stereo unspecified)	12	-2	-5	-1	-5	-4	2	3
O=C(CSc1ccc2nnc(-c3ccccn3)n2n1)NCC1CCCO1 (stereo unspecified)	-79	1	-8	-4	3	-1	5	5
O=C(NS(=O)(=O)Oc1ccccc1F)OC[C@@H]1CCCN2CCCCC12 (stereo partly specified)	18	1	-5	-8	0	1	-23	-1
CS(=O)(=O)N1CCc2cc(S(=O)(=O)NCCNS(=O)(=O)c3ccc4c(c3)CCN4S(C)(=O)=O)ccc21	8	3	-3	9	-2	-5	18	2
CC(=O)c1sccc1NC(=O)c1ccccc1C(=O)O	-9	4	-10	8	?	-14	-38	-7
CSCCCNC(=S)N1CCc2ccccc2C1	1	0	-11	-1	16	0	-4	3
COc1ccc(CNC(=O)C/C(C)=N/NC(=O)Cc2ccc(OC)cc2)cc1	15	3	-9	7	-6	-10	-7	-9
Cc1cccc(C(=O)NCCC(=O)Nc2ccc(F)c([N+](=O)[O-])c2)c1	13	0	-7	3	1	10	8	7
c1ccc(-c2cc(-c3nc4ccccc4[nH]3)c3ccccc3n2)cc1	-384	-3	-3	11	-6	0	-28	-11
COc1ccc(/C=N/NC(=O)c2cccc(Br)c2)cc1CSc1ccccn1	-33	1	-5	15	-10	-7	-6	-11
COCCNC(=O)CSc1c2c(nc3ccc(Cl)cc13)CCCC2	6	-4	-1	10	-6	10	6	-2
COc1ccc(NC(=S)NC(=O)c2csnn2)cc1	17	1	-6	-2	-4	-1	-41	-1
Cc1c(NC(=O)Nc2ccc(Cl)c(Cl)c2)sc(=S)n1C	20	2	-9	-2	2	3	-21	-15
Cc1ccc(O)c(C2=Nc3ccccc3C2(C)C)c1	22	4	-2	16	0	56*	71*	49
NS(=O)(=O)c1ccc(-c2ccc(/C=C3\C(=O)Nc4ccccc43)o2)cc1	/	/	-7	-11	-24	8	-13	-5

Entries above printed as active in SENP6 inh:
Compound | SENP1 FRET inh | A3G deaminase | UBC13 inh | SENP7 block | SENP6 inh
Cc1ccc(O)c(C2=Nc3ccccc3C2(C)C)c1 | 4 | -2 | 0 | 56* | 71*

The results go on.
SMILES	SENP8 block-1	SENP1 FRET inh	A3G deaminase	Apaf1 inhib	UBC13 inh	SENP7 block	SENP6 inh	SENP8 block-2
CSCCC(C(=O)N1CC2(C)CC1CC(C)(C)C2)N1C(=O)c2ccccc2C1=O (stereo unspecified)	13	-3	0	28	3	5	-8	-4
C/C(=N\NC(N)=S)c1ccc2c(c1)OCCO2	7	3	-5	2	-7	-8	-26	-3
O=c1[nH]c(SCc2nc3ccccc3c(=O)n2-c2ccccc2C(F)(F)F)nc2ccccc12	8	1	-7	10	-7	4	5	1
CCCc1cc(=O)oc2cc(C)cc(OCC(=O)N3CCC(C(N)=O)CC3)c12	-190	0	-4	3	10	-6	-15	-7
O=C(N/N=C/c1ccc(C(=O)O)cc1)C(=O)N1CCCCCC1	-3	2	-9	-6	-4	15	-19	-2
COCCn1c(-c2ccc(-c3ccccc3Cl)o2)nc2c1c(=O)[nH]c(=O)n2CC(C)C	-262	-48	0	16	3	6	-7	-5
COc1cccc(CNC(=O)CCCn2nc(C)c3c(C)n(-c4ccccc4)nc3c2=O)c1	0	-2	-7	2	10	-2	7	-5
C/C(=N\NC(=O)c1ccncc1)c1cccnc1	10	2	-6	0	1	-1	-15	-2
Cc1ccc(C)c(N(C(=O)Cn2nnc(-c3cccs3)n2)C(C(=O)NC2CCCC2)c2ccncc2)c1 (stereo unspecified)	18	1	-2	16	-14	-2	-7	2
COc1ccc(C2=CC(=O)CC(C)(C)C2)cc1	6	0	-5	-5	2	-2	4	-1
COC(=O)CSc1nc2c(c(-c3ccc(O)cc3)c1C#N)CCCC2	-1	2	3	21	8	13	-8	2
Cc1ccc(C(=O)Nc2ccccc2N2CCCCC2)cc1	10	3	-7	18	-3	0	-8	-2
CC1(C)C=C2[C@H]3CC[C@@H]4[C@@]5(C)CCC(=O)C(C)(C)[C@@H]5CC[C@@]4(C)[C@]3(C)CC[C@@]2(C(=O)O)CC1	10	1	-4	27	-45	-3	12	4
COC(=O)c1c(NC(=O)C2SC(=NC3CCCCC3)C(C(N)=O)=C2N)sc2c1CCCC2 (stereo unspecified)	-230	-16	0	29	-5	1	9	0
CC1CCc2cc(F)ccc2N1C(=O)C1(C)CC1(Cl)Cl (stereo unspecified)	8	-1	16	10	-13	-6	-2	-11
COc1cc(/C=C2\Oc3ccc(C#Cc4ccc(O)cc4)cc3C2=O)cc(OC)c1	19	-2	-9	16	-30	-7	-11	5
Cc1onc(-c2c(Cl)cccc2Cl)c1NC(=O)NN(C)c1ccc([N+](=O)[O-])cn1	23	2	8	0	-11	-9	3	1
Cc1c(N2CCCC2)cc2c(c1N)C(C)(C)CC2(C)C	23	3	2	10	-6	2	14	1
COc1ccccc1CCN=C(N)NS(=O)(=O)c1ccc(F)cc1	-7	-1	-4	-1	-2	16	0	-12
CC(=O)Nc1ccc(S(=O)(=O)N2CCC(Oc3ccc(-n4cnnn4)cc3)CC2)cc1	1	4	-5	-7	15	0	-11	5
Cc1ccccc1-c1cc(C(=O)Nc2sc(C(=O)OC(C)C)c(C)c2C#N)c2ccccc2n1	27	13	-5	15	-18	0	-3	0
O=C(Cn1nc(-c2ccccc2)c2ccccc2c1=O)Nc1ccccn1	22	2	-3	4	-10	19	-2	-7
O=C(/C=C/c1cccc(Cl)c1)NCc1ccccc1	7	-1	1	-4	7	5	-2	-8
Cc1ccc(NC(=O)c2sc(N)nc2C)cc1	17	2	1	5	-2	32	0	13
COc1ccc(S(=O)(=O)N2CCOC2CNC(=O)C(=O)NCCCN2CCOCC2)cc1OC (stereo unspecified)	1	0	-3	5	-3	-2	-2	2
Cc1ccc(NC(=O)N2CCCCC2)cc1[N+](=O)[O-]	17	2	-2	7	2	6	11	5
COc1ccc(C(N)=O)cc1NC(=O)c1cccc(F)c1	26	2	4	11	-2	-6	-12	-12
CS(=O)(=O)c1cccc(C(=O)Nc2cccc(-c3nc4ccccc4[nH]3)c2)c1	0	1	-3	-1	-4	96*	96*	91*
Cc1cc(C)c2oc(-c3ccc(C)c(NC(=S)NC(=O)/C=C/c4ccco4)c3)nc2c1	-20	-3	-6	1	-39	3	-13	-8
Cc1cccc(Nc2c([N+](=O)[O-])ccc3nonc23)c1	34	5	-3	0	-30	-5	-26	0

Quoted from above for reference:
SMILES	SENP8 block-1	SENP1 FRET inh	A3G deaminase	Apaf1 inhib	UBC13 inh	SENP7 block	SENP6 inh	SENP8 block-2
O=C(/C=C/c1cccc(Cl)c1)NCc1ccccc1	7	-1	1	-4	7	5	-2	-8
Cc1ccc(NC(=O)c2sc(N)nc2C)cc1	17	2	1	5	-2	32	0	13
COc1ccc(S(=O)(=O)N2CCOC2CNC(=O)C(=O)NCCCN2CCOCC2)cc1OC (stereo unspecified)	1	0	-3	5	-3	-2	-2	2

(cont.)
SMILES	SENP8 block-1	SENP1 FRET inh	A3G deaminase	Apaf1 inhib	UBC13 inh	SENP7 block	SENP6 inh	SENP8 block-2
CCOc1ccc(/C=C2\SC(=S)N(NS(=O)(=O)c3ccccc3)C2=O)cc1OC	27	-1	-7	-9	18	-1	-8	-4
Cc1cc2oc3c(c(=O)c2cc1C)C(c1ccc(F)cc1)N(CCCN1CCOCC1)C3=O (stereo unspecified)	3	0	-1	7	6	-4	-17	5
COc1ccc(C/C(C)=N/NC(=O)c2cc(C)oc2C)cc1	8	-1	-7	6	-13	-5	-24	-6
COc1cc(/C=N\NC(=O)CNC(=O)C2COc3ccccc3O2)ccc1O (stereo unspecified)	-31	3	-9	9	-5	-1	-5	-6
O=C1CC(c2cccc(Oc3ccccc3)c2)NC(=O)N1 (stereo unspecified)	3	3	-5	8	-3	-4	-17	-3
CCS(=O)CC(=O)Nc1c(-c2ccccc2)oc2ccccc2c1=O (stereo unspecified)	26	0	-5	0	-1	1	-11	-1
N#Cc1ccccc1NC(=O)COC(=O)c1ccc(F)cc1F	1	2	-7	1	-6	-3	-5	-10
O=C(CCC1CCCN(C(=O)c2ccoc2)C1)NCc1ccccc1F (stereo unspecified)	5	0	-7	-5	15	-3	5	3
O=C(Nc1ccccc1F)c1cc(S(=O)(=O)N2CCOCC2)cs1	10	1	-5	-18	12	-9	-8	-1
CNC(=O)NC(=O)C(C)OC(=O)CCCc1nc2ccccc2s1 (stereo unspecified)	-11	1	-6	-19	-5	-15	-5	-11
C=CCOc1ccc2c(c1)c(=O)cc(C(=O)O)n2CC	-206	1	-5	-16	10	-3	14	1
CC(C)(C)c1[nH]nc2c1C(c1ccco1)C(C#N)=C(N)O2 (stereo unspecified)	11	0	-13	-9	11	5	-3	5
O=C(NCc1ccco1)C(c1ccco1)N(CCc1ccccc1)C(=O)Cn1nnc2ccccc21 (stereo unspecified)	9	2	4	21	-5	9	-15	5
Cc1c(CN2CCCC(C(=O)Nc3cccc(-n4cccn4)c3)C2)cnn1C (stereo unspecified)	12	1	2	4	1	-3	-4	0
COc1ccc(OCCC(=O)Nc2cc(C)on2)cc1	7	-1	-7	-8	7	-4	-10	1
O=C(CSc1nc(C(F)(F)F)cc(=O)[nH]1)N1CCCCCC1	-5	1	-6	2	-2	4	-2	-10
COc1cc(/C=C2/SC(=Nc3ccc(O)cc3)NC2=O)ccc1O	-5	52	7	-1	27	7	-10	-4
COc1ccc(OC)c(NC(=O)c2cc(-c3cc(C)c(C)cc3O)n[nH]2)c1	14	1	-8	3	-1	5	7	-6
Cc1cc(C)c(C)c(OCC(=O)O/N=C(\N)c2ccncc2)c1	8	-1	-4	17	-8	-5	-8	-10
Cc1cc(=S)cc(C)n1CCCn1ccnc1	19	0	-7	12	31	1	-4	1
COC(=O)C(=C/C=C/c1ccco1)C(=O)OC	2	0	-3	-2	-14	-3	-28	-2
CCC(=O)NCCc1cc2cc(C)c(C)cc2[nH]c1=O	-92	0	-4	-9	-8	17	-10	1
O=C(C[C@@H]1C/C=C\CCC(=O)OC[C@@H]2CCCN2C1=O)N[C@@H](CO)Cc1ccccc1	9	2	-8	2	-8	-6	-5	-7
C=C(C)c1cccc(C(C)(C)NC(=O)NC(c2ccccc2)c2ccc(OC)cc2)c1 (stereo unspecified)	10	2	-2	13	8	6	3	3
CC1CN(C(=O)c2cnn3c(C(F)F)cc(-c4ccccc4)nc23)CC(C)O1 (stereo unspecified)	-172	-1	-1	-3	5	-3	-2	-3
CC1=CCC[C@H]2[C@H](C1)C(=O)C[C@@H](C)[C@]2(C)CC/C(=C/CO)CO	12	1	-5	-5	5	-4	-4	-2
COC(=O)c1ccc(NC(=O)CCS(=O)(=O)c2ccc3c(c2)NC(=O)C(C)S3)cc1 (stereo unspecified)	10	1	-9	-12	9	-1	-4	-2
CC1(c2nnc(Cc3ccccc3)o2)CC(c2c(Cl)cccc2Cl)=NO1 (stereo unspecified)	16	2	-8	7	4	1	2	4

Outcome played no part in choosing rows; about 3.6% have a hit in one of these screens.
